# Source: PubChem BioAssay
# TRPC4 PAM: positive allosteric modulators of TRPC4, primary screen, cell-based, mouse TRPC4beta, HEK293 mu-opioid, Fluo-4 calcium. DAMGO EC20, Fluo-4 Ca2+ flux; stronger effect = higher value. B-score at 10 µM. 310,000 compounds, 0.42% hits;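 active means B-score of calcium response area above 5 SD of library B-scores, with initial fluorescence ratio within 5 SD of library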;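 further: B-score of integrated fluorescence ratio over time as area under calcium response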
# Target sequence (Q9QUQ5 whole entry, looked up): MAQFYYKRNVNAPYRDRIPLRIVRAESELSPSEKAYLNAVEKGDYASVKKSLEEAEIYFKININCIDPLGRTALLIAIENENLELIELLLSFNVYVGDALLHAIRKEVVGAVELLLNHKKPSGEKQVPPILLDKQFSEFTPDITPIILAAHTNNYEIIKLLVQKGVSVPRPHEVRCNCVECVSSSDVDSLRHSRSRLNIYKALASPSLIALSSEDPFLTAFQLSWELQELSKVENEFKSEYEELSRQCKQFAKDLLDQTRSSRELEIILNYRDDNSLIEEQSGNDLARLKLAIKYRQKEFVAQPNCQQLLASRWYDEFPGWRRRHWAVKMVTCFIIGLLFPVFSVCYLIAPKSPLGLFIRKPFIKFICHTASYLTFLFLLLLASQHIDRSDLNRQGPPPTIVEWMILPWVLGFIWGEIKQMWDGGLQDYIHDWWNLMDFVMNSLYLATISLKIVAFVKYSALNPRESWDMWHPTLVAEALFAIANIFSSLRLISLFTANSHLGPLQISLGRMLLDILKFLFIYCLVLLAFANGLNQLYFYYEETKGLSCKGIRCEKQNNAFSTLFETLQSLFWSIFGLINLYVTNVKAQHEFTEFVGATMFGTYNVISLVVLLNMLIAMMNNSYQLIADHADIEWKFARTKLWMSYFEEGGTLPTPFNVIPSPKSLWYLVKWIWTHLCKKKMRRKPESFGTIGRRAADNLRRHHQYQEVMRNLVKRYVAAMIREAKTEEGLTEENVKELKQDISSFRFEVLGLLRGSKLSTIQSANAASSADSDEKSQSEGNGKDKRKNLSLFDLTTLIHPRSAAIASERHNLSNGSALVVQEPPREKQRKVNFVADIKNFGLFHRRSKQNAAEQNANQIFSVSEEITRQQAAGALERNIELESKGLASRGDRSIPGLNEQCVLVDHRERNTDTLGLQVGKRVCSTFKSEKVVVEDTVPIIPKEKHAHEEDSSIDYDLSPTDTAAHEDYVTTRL
# TRPC6 act: mouse TRPC6 channel activators, primary screen, cell-based, HEK293, membrane potential dye; Short transient receptor potential channel 6 (Mus musculus), Q61143; HEK293-TRPC6 membrane potential dye fluorescence; stronger effect = higher value; B-score at 10 µM; 310,000 compounds, 0.13% hits; AID 2550, 2010;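 active means B-score of the integrated fluorescence ratio above library mean plus 3 SD, and starting fluorescence ratio within library mean plus 5 SD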;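 further: higher score means more depolarization so channel activation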
# MrgX1 PAM: positive allosteric modulators of MrgX1, primary screen, HEK293 cells, Fluo-4 calcium flux; FDSS; stronger effect = higher value; B-score at 10 µM; 310,000 compounds, 0.63% hits; AID 588675, 2011;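 active means plate-corrected calcium response at least 3 library SD above typical, normal starting fluorescence, not activating the receptor alone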;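 further: compound read alongside a low EC10 to EC30 dose of BAM8-22 agonist; peak minus trough fluorescence over baseline measured at the second addition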
# TRPC4 act: activators of mouse TRPC4 channel, primary screen, Fluo4 calcium, HEK293 TRPC4beta/mu-opioid cells. 310,000 compounds, 0.49% hits. Fluo4 calcium fluorescence; stronger effect = higher value. B-score at 10 µM;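 active means B-score above 5 SD of library B-scores, and initial fluorescence ratio not above library mean plus 5 SD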;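 further: positive B-score marks a calcium rise read as TRPC4 activation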
#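 Assay system: HEK293 stable line with TRPC4beta plus mu-opioid receptor; schedule: 45 min room-temperature Fluo4 loading, 110 s read; technique: kinetic Fluo4 calcium fluorescence; evaluation: integrated baseline-normalised fluorescence ratio, converted to per-well B score; controls: buffer (low) and maximal DAMGO (high)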
# AI-2 QS mod: Vibrio harveyi AI-2 quorum sensing modulators, primary screen, JMH597 strain, luminescence/OD600 ratio | 300,000 compounds, 0.4% hits | AID 2094, 2009 | activity change, % at 7.5 µM | Vibrio harveyi JMH597 AI-2 luminescence/OD600 ratio, 9 h; stronger effect = lower value; strain lacks LuxN and CqsS sensors; 0 = neutral-control median; in the data active means activity change below about -75%, passing the limit was not always enough;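 further: luminescence divided by OD600 gain over 9 h not by final OD600 alone; inactives centre near 13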
# HIF activator: HIF pathway transcriptional activators, primary screen, cell-based, U2OS HRE-luciferase, luminescence. 300,000 compounds, 0.32% hits. activation, % at 7.5 µM (by protocol). U2OS HRE-luciferase reporter; normalized: DMSO 0%, desferrioxamine 100%;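 active means mean activation of at least 10% of the iron chelator positive control signal, with at least half of replicates also reaching 10%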
# PolyA inh: polyadenylation inhibitors in yeast reporter cells, primary screen, luminescence, S. cerevisiae; S. cerevisiae SKY197-pL101 polyadenylation reporter, beta-gal luminescence; efflux-impaired pdr1/pdr3 knockout yeast; score 100 = 6 SD above DMSO; calls only at 12 µM; 300,000 compounds, 0.02% hits;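 active means lowest replicate activity score at least 50, where 100 means six control SD above control mean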;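 further: yeast exposed to compound for 9 h at 30 °C; higher score means more reporter readthrough which indicates perturbed polyadenylation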
# MrgX1 agonist: agonists of human MrgX1 receptor, primary screen, HEK293 cells, Fluo-4 calcium flux; Fluo-4 calcium fluorescence, agonist mode; stronger effect = higher value; Mas-related G-protein coupled receptor member X1 (Homo sapiens), Q96LB2; AID 588627, 2011; B-score at 10 µM; 310,000 compounds, 0.44% hits;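 active means calcium response B-score plate-corrected fluorescence ratio at least 3 library SD, with starting fluorescence B-score inside 5 SD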
#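 Material: HEK293 cells stably expressing human MrgX1 receptor | Quantity: 15,000 cells per well | Times: Cells plated overnight, dye loaded 0.5 h 37 °C, 0.5 h room temperature | Measured by: Kinetic Fluo-4 NW fluorescence of intracellular calcium | Control set: Positive and negative controls per plate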
# TRPC4 block: inhibitors of mouse TRPC4 channel, primary screen, Fluo4 calcium, HEK293 TRPC4beta/mu-opioid cells. Short transient receptor potential channel 4 (Mus musculus), Q9QUQ5. DAMGO-evoked Fluo4 calcium flux; stronger effect = lower value. B-score at 10 µM. 300,000 compounds, 0.39% hits. AID 2247, 2010;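 active means B-score over 3 SD under the library average, no early fluorescence shift, positive overall ratio signal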
#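 Assay system: Stable TRPC4beta/mu-opioid receptor HEK293 cells | Reagent: DAMGO in two steps, submaximal then maximal | Compound dosing: Single concentration per test compound | Signal: Fluo4 Ca2+ flux fluorescence | Evaluation: Per-well B score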
# TRPC6 inh: mouse TRPC6 channel inhibitors, primary screen, cell-based, HEK293, membrane potential dye; ACh-evoked depolarization; stronger effect = lower value; B-score at 10 µM; 310,000 compounds, 1.1% hits;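 active means B-score under library mean minus 3 SD, initial fluorescence not abnormally high, positive integrated signal ratio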;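 further: B-score derived from integrated fluorescence ratio over the kinetic read; more negative B-score means stronger inhibition of depolarization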
# MrgX1 antagonist: antagonists of human MrgX1 receptor, primary screen, HEK293 cells, Fluo-4 calcium flux; Mas-related G-protein coupled receptor member X1 (Homo sapiens), Q96LB2; BAM8-22 antagonism; stronger effect = lower value; B-score at 10 µM; 310,000 compounds, 1.3% hits;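 active means calcium-response B-score plate-corrected more than 3 library SD below zero, starting fluorescence within 5 deviations, no agonist response on first addition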;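 further: peak minus trough fluorescence over baseline after final BAM8-22 challenge near maximal dose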
# Starred values were filed as active, the others as inactive; i = inactive; nt = not tested or not shown. This is a subset; the hit share may differ from the screen's.
structure,TRPC4 PAM,TRPC6 act,MrgX1 PAM,TRPC4 act,AI-2 QS mod,HIF activator,PolyA inh,MrgX1 agonist,TRPC4 block,TRPC6 inh,MrgX1 antagonist
CN(c1ccccc1C(=O)Nc1ccc(S(=O)(=O)N2CCOCC2)cc1)S(=O)(=O)c1ccccc1,i,i,i,i,29,-6.8,i,i,i,i,i
O=C(Nc1ccc2c(c1)CCCN2C(=O)c1cccs1)c1c(F)cccc1F,i,i,i,i,18,-0.5,i,i,i,i,i
COc1ccc(C(=O)/C=C/c2ccc(N(C)C)cc2)c(OC)c1,i,i,i,i,8,1.8,i,i,i,i,i
COc1cc([N+](=O)[O-])ccc1NC(=O)Nc1cccnc1,i,i,i,i,-4,-0.1,i,i,i,i,i
COc1ccc(NC(=O)c2ccc(C#N)cc2)cc1NS(=O)(=O)c1ccc(F)cc1,i,i,i,i,22,-0.2,i,i,i,i,i
COc1ccc(N2C(=O)CN(Cc3cc(OC)c(OC)c(OC)c3)C2=S)cc1,i,i,i,i,0,-0.4,i,i,i,i,i
COc1ccc(NS(=O)(=O)c2cccc(NC(=O)CCC(=O)c3ccc(Cl)cc3)c2)cc1,i,i,i,i,13,0.0,i,i,i,i,i
COc1ccc(C(=O)Oc2cc(C)c(CN3CCOCC3)cc2C)cc1OC,i,i,i,i,24,-0.3,i,i,i,i,i
COc1cc(C=Nc2c(C)cc(C)cc2C)ccc1OC(C)=O,i,i,i,i,-2,-1.0,i,i,i,i,i
CC(NC(=O)c1ccccc1Br)C1CC2CCC1C2 (stereo unspecified),i,i,i,i,-4,0.1,i,i,i,i,i
Nc1c(C(=O)NCc2ccc3c(c2)OCO3)nnn1Cc1ccc(Br)cc1,i,i,i,i,13,0.2,i,i,i,i,i
Cc1cccc(N2C(=O)CCC2=O)n1,i,i,i,i,14,-0.3,i,i,i,i,i
CCc1ccc(OCC(=O)Nc2nnc(-c3ccco3)s2)cc1,i,i,i,i,18,0.2,i,i,i,i,i
CC(NC(=O)COC(=O)c1ccc(Cl)cc1O)c1ccc(F)cc1 (stereo unspecified),i,i,i,i,-16,-0.8,i,i,i,i,i
Cn1c(=O)n(CC(N)=O)c(=O)c2c1nc1n2CCCN1Cc1ccccc1,i,i,i,i,28,0.3,i,i,i,i,i

# The closing 4 records of the part before are carried over, then new ones follow:
structure,TRPC4 PAM,TRPC6 act,MrgX1 PAM,TRPC4 act,AI-2 QS mod,HIF activator,PolyA inh,MrgX1 agonist,TRPC4 block,TRPC6 inh,MrgX1 antagonist
Cc1cccc(N2C(=O)CCC2=O)n1,i,i,i,i,14,-0.3,i,i,i,i,i
CCc1ccc(OCC(=O)Nc2nnc(-c3ccco3)s2)cc1,i,i,i,i,18,0.2,i,i,i,i,i
CC(NC(=O)COC(=O)c1ccc(Cl)cc1O)c1ccc(F)cc1 (stereo unspecified),i,i,i,i,-16,-0.8,i,i,i,i,i
Cn1c(=O)n(CC(N)=O)c(=O)c2c1nc1n2CCCN1Cc1ccccc1,i,i,i,i,28,0.3,i,i,i,i,i
Cc1cccc(-n2cc(CN3CCCN(C=O)CC3)c(-c3cccc(F)c3)n2)c1,i,i,i,i,0,1.9,i,i,i,i,i
COCCCNC(=S)NC(=O)c1ccc(C)cc1,i,i,i,i,16,2.7,i,i,i,i,i
COc1cc2nc(SCC(N)=O)n(CCC3=CCCCC3)c(=O)c2cc1OC,i,i,i,i,10,-0.5,i,i,i,i,i
Cc1ccc(F)cc1NC(=O)Nc1cc(C(C)(C)C)nn1C,i,i,i,i,15,0.1,i,i,i,i,i
CCC1Oc2ccccc2N(CC(=O)NCCN2CCc3ccccc3C2)C1=O (stereo unspecified),i,i,i,i,16,0.2,i,i,i,i,i
O=C(COC(=O)/C=C/c1ccc2c(c1)OCO2)NC1CCS(=O)(=O)C1 (stereo unspecified),i,i,i,i,23,-0.7,i,i,i,i,i
Cn1c(=O)c2c(n(Cc3ccccc3)c1=O)NC(=O)C2CC(=O)O (stereo unspecified),i,i,i,i,3,-0.1,i,i,i,i,i
CC1Cc2ccccc2N1C(=O)CSc1nncn1C (stereo unspecified),i,i,i,i,9,0.2,i,i,i,i,i
O=C(CCc1nc2ccccc2c(=O)[nH]1)NC1CCN(Cc2ccccc2)CC1,i,i,i,i,10,0.1,i,i,i,i,i
COc1ccc(C)cc1NS(=O)(=O)c1cccc2nonc12,i,i,i,i,7,0.2,i,i,i,i,i
COc1ccccc1N(CC1CO1)S(=O)(=O)c1ccc(C)cc1 (stereo unspecified),i,i,i,i,9,-0.4,i,i,i,i,i
CCN(CC)CCOC(=O)c1ccc(NC(=O)CCCN2C(=O)/C(=C/c3cccs3)SC2=S)cc1,i,i,i,i,-9,-0.3,i,i,i,i,i
O=C(O)CC1=C(c2ccc(F)cc2)CCC1=O,i,i,i,i,20,-0.1,i,i,i,i,i
CC(=O)C1=C(O)C(=O)N(c2ccc(O)cc2)C1c1ccccc1Cl (stereo unspecified),i,i,i,i,-4,-0.3,i,i,i,i,i
O=C1C2C(c3ccccc3)(C(=O)N1c1ccc(Cl)cc1)C2(c1ccccc1)c1ccccc1 (stereo unspecified),i,i,i,i,18,-0.4,i,i,i,i,i

# New compounds follow
structure,TRPC4 PAM,TRPC6 act,MrgX1 PAM,TRPC4 act,AI-2 QS mod,HIF activator,PolyA inh,MrgX1 agonist,TRPC4 block,TRPC6 inh,MrgX1 antagonist
Cc1onc(-c2ccccc2)c1C(=O)Oc1cccnc1,i,i,i,i,22,-0.3,i,i,i,i,i
COC(=O)C(C)Sc1nc2c(c(=O)[nH]c(=O)n2C)n1CCCc1ccccc1 (stereo unspecified),i,i,i,i,29,-0.3,i,i,i,i,i
O=C(N/N=C/c1cccc(Br)c1)C1CC(=O)N(c2ccccc2)C1 (stereo unspecified),i,i,i,i,24,-0.4,i,i,i,i,i
CS(=O)(=O)Oc1ccccc1/C=C1/N=C(c2ccc(F)cc2)OC1=O,i,i,i,i,12,0.3,i,i,i,i,i
N#C/C=C1\Sc2ccccc2C(=O)N1CC(=O)N1CCN(S(=O)(=O)c2ccccc2)CC1,i,i,i,i,22,1.0,i,i,i,i,i
O=C(c1cnn(-c2ccccc2)c1)c1ccc2ccccc2c1O,i,i,i,i,3,3.2,i,i,i,i,i
O=C(Nc1cccnc1)c1cccc(S(=O)(=O)N2CCc3ccccc32)c1,i,i,i,i,17,-0.4,i,i,i,i,i
CCC(C)NC(=O)c1cn(CC)c2ccc(S(=O)(=O)N3CCCCC3)cc2c1=O (stereo unspecified),i,i,i,i,nt,0.3,i,i,i,i,i
CCCC(=O)Nc1cnc(NC(=O)c2cccc(F)c2)cc1C,i,i,i,i,18,0.5,i,i,i,i,i
O=C1C2C3C=CC(C3)C2C(=O)N1Cc1cccnc1 (stereo unspecified),i,i,i,i,15,0.0,i,i,i,i,i
CCOC(=O)C1CCN(c2ncnc3cc(OC)c(OC)cc23)CC1,i,i,i,i,7,-1.8,i,i,i,i,i
COC(=O)c1ccccc1NC(=O)C1CC(=O)N(c2ccc(OC)cc2)C1 (stereo unspecified),i,i,i,i,13,0.5,i,i,i,i,i
COc1ccc(NC(=O)CSc2nc(N)c3cc4c(nc3n2)CCCC4)c(OC)c1,i,i,i,i,14,0.0,i,i,i,i,i
CC1(c2nnc(-c3ccc(Cl)cc3)o2)CC(c2cccnc2)=NO1 (stereo unspecified),i,i,i,i,25,0.6,i,i,i,i,i
O=C(NCCSCc1ccccc1)c1ccc(Cl)c(S(=O)(=O)N2CCOCC2)c1,i,i,i,i,25,1.2,i,i,i,i,i

# New compounds follow.
structure,TRPC4 PAM,TRPC6 act,MrgX1 PAM,TRPC4 act,AI-2 QS mod,HIF activator,PolyA inh,MrgX1 agonist,TRPC4 block,TRPC6 inh,MrgX1 antagonist
Cc1ccc(SC[C@H](Cc2ccccc2)N2CCN(CC(C)C)CCC2=O)cc1,i,i,nt,47*,3,0.0,i,nt,nt,i,nt
Cc1ccc(-n2c(SCC(=O)NCCN3C(=O)CSC3=O)nnc2-c2ccccc2)cc1C,i,i,i,i,34,-0.5,i,i,i,i,i
CCOC(=O)N1CCC(NS(=O)(=O)c2cc3c(cc2Cl)NC(=O)CO3)CC1,i,i,i,i,22,-0.5,i,i,i,i,i
O=C(O)/C=C\C(=O)Nc1ccc(Oc2ccc(Br)cc2)cc1,i,i,i,i,35,-0.4,i,i,i,i,i
CCn1c2ccccc2c2cc(N)ccc21,i,i,i,i,20,0.0,i,i,i,i,i
CCOC(=O)C(Cc1cc(C(C)=O)ccc1OC(C)C)C(=O)OCC,i,i,i,i,3,0.2,i,i,i,i,i
O=C(NCCCCc1ccccc1)c1ccc(F)cc1,i,i,i,i,-6,0.4,i,i,i,i,i
Cc1ccc(-n2c(SCC3CNC(=O)O3)nnc2-c2ccccc2)cc1C (stereo unspecified),i,i,i,i,-1,0.0,i,i,i,i,i
Cc1ccc(-c2cccc(C3CC=CC4C3C(=O)N(Cc3ccccc3)C4c3ccc4ccccc4c3)c2)cc1 (stereo unspecified),i,i,i,i,-10,-0.3,i,i,i,i,i
N=C1c2ccccc2CN1c1ccc(S(=O)(=O)N2CCCCC2)cc1,i,i,i,i,22,-1.0,i,i,i,i,i
O=C(COc1ncnc2c(Cl)cc(Cl)cc12)Nc1cc([N+](=O)[O-])ccc1Cl,i,i,i,i,-1,-0.2,i,i,i,i,i
